# USP2a inh – blocks human ubiquitin-specific protease USP2a. O75604. USP2 core, Ub-CHOP2 coupled fluorogenic reporter, 485/531. Potency, µM (top dose mostly 38.3 µM), for inactives: top-dose activity change, negative = inhibition, hits mostly inhibitors. 330,000 compounds, 0.01% hits;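 note: potency is the fitted concentration of half-maximal effect; plate controls were DMSO wells for no effect and full inhibition by NEM control for full effect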
#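 Cell-free coupled assay: 10nM USP2 core preincubated 30min RT with compound in Tris-HCl pH 8.0/CaCl2/CHAPS buffer, then 25nM Ub-CHOP2 and 25nM reporter substrate; fluorescence (Ex 485/Em 531) read after 60min RT, normalized to NEM inhibition, concentration-response curves fitted.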
# B2AR arrestin – agonists driving beta-arrestin recruitment to human beta2-adrenergic receptor; beta-arrestin recruitment to beta2AR, cell-based reporter; Potency, µM (doses to about 46.1 µM), for the others: at the top dose activation, most hits filed as activators; 330,000 compounds, 0.02% hits; AID 492947;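 note: potency is the fitted concentration of half-maximal effect; 0% = DMSO controls and full agonism = EC100 isoproterenol or metaproterenol; nearly all actives have a fitted effect of over 65% in size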
# Target sequence (P07550 whole entry, looked up): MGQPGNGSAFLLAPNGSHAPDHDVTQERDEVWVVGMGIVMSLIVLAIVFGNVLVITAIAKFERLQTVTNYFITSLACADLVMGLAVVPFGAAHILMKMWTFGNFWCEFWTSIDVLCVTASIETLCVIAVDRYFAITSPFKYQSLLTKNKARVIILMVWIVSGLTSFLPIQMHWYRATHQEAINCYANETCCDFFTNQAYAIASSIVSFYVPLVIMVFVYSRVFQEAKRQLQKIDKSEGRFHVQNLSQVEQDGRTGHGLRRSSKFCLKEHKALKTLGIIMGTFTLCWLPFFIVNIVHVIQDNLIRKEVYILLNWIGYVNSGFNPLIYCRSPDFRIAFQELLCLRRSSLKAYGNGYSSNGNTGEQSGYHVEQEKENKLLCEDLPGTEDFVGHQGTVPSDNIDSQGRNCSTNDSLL
# Tb PFK inh – T. brucei PFK enzyme inhibition | O15648 | T. brucei PFK, ADP-Glo luminescence | 330,000 compounds, 0.17% hits | Potency, µM (highest dose often 57.5 µM), for the others: at the highest dose activity, negative = inhibition, actives largely listed as inhibitors | AID 485367;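 note: potency is the fitted concentration of half-maximal effect; 0% = uninhibited 1x PFK enzyme wells and -100% = no-enzyme wells; nearly all actives have a fitted effect of over 60% in size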
#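 1.25 nM PFK with 0.5 mM F6P and 0.1 mM ATP in 0.1 M TEA pH 8.0, 5 mM MgCl2, incubated 45 min at room temperature; ADP measured by ADP-Glo luminescence; compounds titrated up to 57 uM.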
# Mito fusion act – inhibitors of mitochondrial division or activators of mitochondrial fusion | S. cerevisiae fusion-defective mutant growth rescue, CellTiterGlo 48 h | Potency, µM (titrated, usually from 46.1 µM), for inactives: at the top dose growth rescue (activation), hits mostly activators | 320,000 compounds, 0.23% hits | AID 485298;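 note: potency is the fitted concentration of half-maximal effect; % of control where 0% means no effect; nearly all actives have a fitted effect of over 45% in size; temperature-sensitive fusion mutants such as fzo1-1 at 37 °C on non-fermentable ethanol glycerol medium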
#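 Growth-rescue viability read-out: after 48 h at the non-permissive 37C in glycerol/ethanol YPEG, yeast mitochondrial fusion mutants are measured by CellTiterGlo luminescence; compounds (23 nl pinned per well) restoring growth score as division inhibitors or fusion activators.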
# Chronic BCR inh – inhibitors of chronic active B-cell receptor signaling | ABC-DLBCL IkBa-CBG/CBR reporter, luminescence ratio, 4 h | Potency, µM (highest dose often 46.1 µM), without a hit: top-dose ratio change, negative = lower green/red ratio, most hits filed as inhibitors | 340,000 compounds, 0.05% hits | AID 493014; active = well fitted inhibition curve with a large enough effect in the signal ratio, with a control signal flat, not every such curve was filed as active; inconclusive = small, poorly fitted or top-dose-only effect, or effect the other way, or a change in a side signal; the % refers to the signal ratio;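 note: potency is the fitted concentration of half-maximal effect; plate controls were basal doxycycline-induced cells for no effect and cells given 10 µM MG132 for full effect; MG132 reads +100%, hits lower the ratio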
#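 TMD8 ABC-DLBCL cells carrying doxycycline-inducible green luciferase fused to IkappaBalpha plus unfused red luciferase were exposed to compounds (up to 46 uM) for 4 hrs at 37C. Activity came from the overlap-corrected green/red luminescence ratio.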
# TSG101-PTAP inh – blocks PTAP/TSG101 interaction to inhibit HIV-1 budding; Fluorescence polarization, FITC-PTAP peptide / Tsg101 binding; Q99816; 340,000 tested, under 10 active; Potency, µM (top dose mostly 115 µM), for inactives: at the highest dose activity change, negative = inhibition, usual class: inhibitors; active = well fitted inhibition curve with a large enough effect in the main read-out, with a control signal flat, not every such curve was filed as active; inconclusive = small, poorly fitted or top-dose-only effect, or effect the other way, or a change in a side signal; inactive = no such curve, though single readings can be large or run the other way; note: potency is the fitted concentration of half-maximal effect; % of control where 0% means no effect
#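 Tsg101 binding domain (10 uM final) was mixed with compound and a FITC-labeled PTAP peptide (50 nM final) in HEPES pH 7.5 buffer with NaCl, Tween 20, EDTA and TCEP; fluorescence polarization was read after 20 min at r.t.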
# ELG1 repair inh – blocks ELG1-dependent DNA repair in HEK293T cells | 330,000 compounds, 2.3% hits | AID 504467 | HEK293T ELG1-luciferase reporter, luminescence, 16 h; DNA damage induced by 5-fluorouridine | Potency, µM (series often up to 46.1 µM), inactives show at the top dose activity change, negative = inhibition, usual class: inhibitors; note: potency is the fitted concentration of half-maximal effect; % is set by controls: 0 for no effect and ±100 for the full control effect; nearly all actives have a fitted effect of over 55% in size
#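 Overnight (16 hr) co-exposure of 2,000 cells/well to 5-fluorouridine and compound at 37 °C preceded detection. Luciferase was quantified via ONE-Glo luminescence; loss of signal denotes inhibition.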
# TSHR antag – blocks TSH signaling through the human TSH receptor. activity change, negative = inhibition, % at 11.5 µM. 330,000 compounds, 0.2% hits. TSHR-expressing cells, TSH-stimulated cAMP HTRF, 2 h; active compounds read low. P16473;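 active = activity change below a set negative limit, meaning inhibition stronger than a set level, cut at about -70% in these data; inconclusive = activity change between two set negative limits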; note: % is set by controls: 0 for no effect and ±100 for the full control effect
#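 Competitive HTRF cAMP read-out (cryptate anti-cAMP antibody, cAMP-d2; 30 min, room temperature) in freshly harvested TSHR cells. Compounds added before TSH at EC80 (4nM final), followed by 2 hours' incubation at 37 deg C.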
# Eya2 inh – blocks the phosphatase activity of human Eya2 | recombinant Eya2, OMFP fluorescence dephosphorylation (OMFP is methylfluorescein phosphate) | Potency, µM (series often up to 76.9 µM), for the others: at the highest dose activity, negative = inhibition, most hits filed as inhibitors | 330,000 compounds, 0.006% hits | O00167; note: potency is the fitted concentration of half-maximal effect; % is set by controls: 0 for no effect and ±100 for the full control effect
# Target sequence (O00167 whole entry, looked up): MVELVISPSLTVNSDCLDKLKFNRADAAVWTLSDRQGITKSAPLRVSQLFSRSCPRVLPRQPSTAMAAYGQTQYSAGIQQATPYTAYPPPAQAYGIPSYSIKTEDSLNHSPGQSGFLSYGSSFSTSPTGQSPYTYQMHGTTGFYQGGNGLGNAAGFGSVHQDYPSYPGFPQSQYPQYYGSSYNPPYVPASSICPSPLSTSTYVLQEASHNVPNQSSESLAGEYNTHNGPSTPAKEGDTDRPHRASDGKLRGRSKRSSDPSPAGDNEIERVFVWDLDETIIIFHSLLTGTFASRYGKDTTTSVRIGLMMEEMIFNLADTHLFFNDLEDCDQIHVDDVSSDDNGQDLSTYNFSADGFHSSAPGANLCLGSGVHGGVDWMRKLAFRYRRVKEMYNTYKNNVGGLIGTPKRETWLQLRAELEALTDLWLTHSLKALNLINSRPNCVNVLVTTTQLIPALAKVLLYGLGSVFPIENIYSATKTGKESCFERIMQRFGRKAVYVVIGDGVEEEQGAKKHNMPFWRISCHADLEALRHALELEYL
#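 Eya2 (0.2 uM) preincubated 10 min at ambient with compound, then OMFP substrate added at 50 uM; 10 min reaction in 50 mM HEPES pH 7.5, 50 mM NaCl, 5 uM MgCl2, 0.05% BSA, 1 mM DTT. Fluorescence read at Ex 485/Em 525 nm.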
# uPA surface inh – inhibitors of cell surface uPA generation; AID 540303; Potency, µM (top dose mostly 38.3 µM), inactives show top-dose activity change, negative = inhibition, actives largely listed as inhibitors; 330,000 compounds, 0.31% hits; cell surface uPA generation assay, qHTS; active = well fitted inhibition curve with a large enough effect; inconclusive = small, poorly fitted or top-dose-only effect; inactive = no such curve, though single readings can be large or run the other way; tested in mouse RAW 264.7 cells; note: potency is the fitted concentration of half-maximal effect; % is set by controls: 0 for no effect and ±100 for the full control effect; nearly all actives have a fitted effect of over 55% in size
# TCR activator – T cell receptor activation; 330,000 tested, under 10 active; AID 504894; primary human leukocytes, anti-CD3, IL-2 HTRF, 48 h; Potency, µM (top dose mostly 9.22 µM), inactives show top-dose activation of IL-2 secretion, hits mostly activators; note: % of control where 0% means no effect
#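 Primary human leukocytes were stimulated with a-CD3 beads plus compounds for 48 hr without co-stimulation; secreted IL-2 was quantified by HTRF using a-IL-2-K (europium cryptate) and a-IL-2-d2, excited at 320nm with acceptor emission read at 665nm.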
# * = called active by the depositor; ? = inconclusive; . = no result given; [ ] = dose if it differs, or a comment. Unless noted, calls come from the whole dose curve; as a rule, active = well fitted curve in the direction sought with a large enough effect; inconclusive = small, poorly fitted or top-dose-only effect, or another doubt; inactive = no such curve, though single readings can be large; an effect the other way counts as inactive or inconclusive.
SMILES	USP2a inh	B2AR arrestin	Tb PFK inh	Mito fusion act	Chronic BCR inh	TSG101-PTAP inh	ELG1 repair inh	TSHR antag	Eya2 inh	uPA surface inh	TCR activator
COc1ccc(C(CNC(=O)c2cccc(S(=O)(=O)N3CCc4ccccc43)c2)N(C)C)cc1 (stereo unspecified)	3%	0.4%	7%	.	?	-3%	-8%	-8	1%	-7%	-5%
CCOC(=O)C1=C(C)Nc2ccccc2N=C1NC(=O)C(c1ccccc1)c1ccccc1	-1%	0.3%	0%	-2%	?	1%	?	-11	-1%	10%	6%
CCCCN(C(=O)c1ccc(Br)o1)C1CCS(=O)(=O)C1 (stereo unspecified)	-3%	-0.2%	-10%	2%	0%	0%	?	4	-21%	-1%	1%
NC(=O)c1c(NC(=O)Cn2cnc([N+](=O)[O-])n2)sc2c1CCCC2	-1%	0.4%	-1%	0%	0%	-3%	-5%	-3	0%	3%	2%
CCc1cc(C(=O)OC)c(N2C(=O)C3C4C=CC(C4)C3C2=O)s1 (stereo unspecified)	1%	-0.3%	-5%	0%	?	.	0%	19	16%	12%	.
Cc1cnc(C(=O)OCc2ccc(C#N)cc2)cn1	1%	-0.2%	-2%	0%	-1%	3%	2%	-10	8%	1%	7%
CCOC(=O)c1c(C)n(C)c2ccc(O)c(CN3CCCCC3)c12	0%	-0.3%	-4%	1%	?	-4%	-26%	-4	6%	-1%	-6%
O=C(C1=C(O)C(=O)N(CCN2CCOCC2)C1c1ccco1)c1cc2ccccc2o1 (stereo unspecified)	4%	-0.2%	2%	1%	4%	-3%	5%	4	-4%	6%	-7%
C=CCN(CC=C)C(=S)NC(=O)/C=C/c1ccc(OC)cc1	3%	-0.2%	10%	3%	-19%	-2%	13%	1	5%	7%	-4%[46.1 µM]
COc1cccc(-c2cc(C(=O)N3CCc4ccccc4C3)no2)c1	3%	-0.8%	0%	12%	-12%	-6%	?	2	4%	.	2%
CCCCn1c(N)c(N(CCC(C)C)C(=O)c2ccc3ccccc3c2)c(=O)[nH]c1=O	1%	0.1%	-4%	-1%	6%	0%	?	4	-10%	2%	2%
CCOc1ccc(N=C2C(=O)N(CN3CCOCC3)c3ccccc32)cc1	2%	-1.0%	-1%	2%	-9%	-3%	-1%	-1	-6%	-8%	0%
Cc1ccc(S(=O)(=O)N2CC(C)C(=O)CC2C)cc1 (stereo unspecified)	0%	-0.9%	-2%	2%	1%	-9%	1%	-14	7%	-2%	1%
CCCCNC1=CC(=O)C(=O)c2ccccc21	-1%	-0.1%	-12%	1%	?	-10%	9%	-3	-1%	-9%	-19%
COC(=O)C1CCN(C(=O)NC2CC(=O)N(c3ccc4c(c3)OCCO4)C2)CC1 (stereo unspecified)	1%	-0.4%	0%	-6%	-4%	-2%	6%	-7	16%	10%	5%
Cc1ccc(S(=O)(=O)N2CCN(c3ncnc4scc(-c5ccc(F)cc5)c34)CC2)cc1	0%	0.3%	0%	?	0%	1%	?	.	9%	22%	8%
O=C(COC(=O)Cc1ccc(F)cc1)NC1CCCC1	-1%	-3.8%	-4%	-4%	5%	-2%	2%	8	2%	3%	0%
COc1ccc(OC)c(/C=N/NC(=O)c2csc3ccccc23)c1	-1%	0.1%	1%	-2%	?	2%	-11%	-6	?	-1%	8%
COc1cccc(C(=O)N2CCCC(CCC(=O)NCc3ccc(F)c(F)c3)C2)c1 (stereo unspecified)	-3%	0.1%	-6%	-1%	1%	-3%	-27%	-9	-2%	1%	.
CCCN1CCc2c(sc(NC(=O)CCS(=O)(=O)c3ccccc3)c2C(=O)OC)C1	-1%	-0.9%	1%	0%	10%	1%	4%	5	-12%	-9%	4%
O=C(Nc1cc(Cl)cc(Cl)c1)C1C2C=CC3(O2)C1C(=O)N(CCCN1CCOCC1)C3C(=O)NC1CCCCC1 (stereo unspecified)	1%	0.2%	0%	-6%	?	-9%	4%	12	-2%	-10%	-6%
CC(=O)Oc1ccc(C(=O)NCc2ccc3c(c2)OCO3)cc1	-1%	-0.2%	-5%	0%	0%	0%	13%	2	6%	5%	.
Cc1[nH]n(C(N)=S)c(=O)c1N=Nc1ccccc1C(F)(F)F	3%	0.4%	2%	?	?	-6%	-14%	-15	-5%	-1%	-10%
Cn1nc(C(C)(C)C)c([N+](=O)[O-])c1C(=O)Nc1ccc(Br)cc1	2%	3.3%	-6%	1%	23%	2%	?	-13	2%	-1%	16%
CC(C)N(Cc1ccccc1)C(=O)CN1C(=O)NC(Cc2ccccc2)(c2ccccc2)C1=O (stereo unspecified)	4%	-0.9%	1%	6%	13%	0%	?	-8	-9%	12%	-5%
O=C1c2cccnc2C(Nc2ccc(S(=O)(=O)N3CCCCCC3)cc2)N1Cc1ccccc1 (stereo unspecified)	-4%	-0.9%	-5%	5%	?	-7%	8.2µM*	-11	-8%	.	9%
CCN1CCN(CCNC(=O)CCCCCn2c(=O)[nH]c3cc(C(=O)OC)ccc3c2=O)CC1	3%	0.0%	-1%	-3%	14%	-1%	-3%	-12	0%	.	-54%
CCn1c(SCC(=O)N2CCC(C)CC2)nnc1-c1ccco1	1%	-0.7%	0%	0%	6%	1%	-5%	7	2%	0%	3%
CCOCC(=O)Nc1cc(S(=O)(=O)N2CCOCC2)ccc1N1CCCCC1	-1%	0.2%	-22%	2%	?	-2%	-17%	8	-5%	0%	1%
O=c1c2ccccc2[nH]c(=S)n1CCCN1CCN(c2ccccc2)CC1	0%	0.0%	2%	-16%	0%	0%	1%	-18	-1%	-1%	-4%
O=C(NCc1ccccn1)Nc1ccc(Cl)cc1Cl	-1%	0.2%	-9%	-3%	10%	-2%	?	-2	-5%	0%	6%
O=S(=O)(Nc1ccc2c(c1)oc1ccccc12)N1CCCC1	-8%	0.4%	-1%	7%	7%	-3%	2%	18	2%	-4%	0%
O=C(Nc1ccc2oc(-c3ccc4ccccc4c3)nc2c1)c1cccs1	5%	3.4%	1%	-2%	?	1%	?	-8	17%	5%	0%
C/C(=N\NC=O)c1ccncc1	3%	-0.4%	-1%	-3%	14%	-3%	9%	28	9%	-8%	2%
CC1(C)CC(=O)C(N=Nc2cc(C(F)(F)F)ccc2Cl)=C(O)C1	3%	-0.1%	0%	-8%	-4%	-1%	-11%	2	4%	-2%	5%
COc1ccc(/C(O)=C2/C(=O)C(=O)N(CC3CCCO3)C2c2cccc(O)c2)cc1 (stereo unspecified)	0%	0.0%	2%	0%	-13%	0%	4%	9	4%	0%	-8%
Cc1cccc(C)c1NC(=O)C(NC=O)c1ccccc1Cl (stereo unspecified)	0%	-0.2%	0%	2%	-8%	4%	-10%	-42	15%	1%	2%
CC(O)c1nc2ccc(C(=O)O)cc2[nH]1 (stereo unspecified)	10%	-0.1%	-4%	-3%	-6%	-1%	5%	16	-6%	12%	-2%
O=C1c2ccccc2C(=O)N1CN(C(=O)c1ccccc1)c1ccc(O)cc1	-1%	-0.2%	6%	0%	1%	-4%	-7%	2	-13%	11%	0%
CC(=O)c1cccc(NC(=O)CCc2nc3sc4c(c3c(=O)[nH]2)CCCC4)c1	0%	0.1%	-7%	-1%	-14%	-1%	?	-17	9%	-1%	.
Cc1ccc(CNC(=O)c2ccc(CS(=O)Cc3ccccc3Cl)o2)cc1 (stereo unspecified)	1%	-1.0%	0%	4%	4%	-8%	2%	13	-1%	-3%	-7%
CCOc1ccc(N(CC(=O)NCc2ccccc2C)S(C)(=O)=O)cc1	3%	-0.4%	-9%	2%	-11%	-1%	?	-12	6%	-9%	-24%
CCOC(=O)N1CCN(Cc2cccs2)CC1	3%	0.1%	-6%	-4%	?	-3%	0%	3	2%	.	2%
CCOC(=O)[C@@H]1[C@H]2COc3cc(OC)ccc3[C@@H]2N2C(=O)N(c3cccc(F)c3)C(=O)[C@@]12C	0%	-1.0%	1%	7%	-5%	3%	1%	-5	1%	-23%	1%
Cc1ccc(OCC(=O)O)c(-n2nc3ccccc3n2)c1	4%	-0.1%	-2%	4%	-1%	-5%	8%	-12	9%	13%	-1%

# High-throughput results as filed in PubChem BioAssay.
